# hcDAF-12 act: H. contortus DAF-12 activation, primary screen; activation, % at 6.8 µM; HEK293 hcDAF-12 lit1-tk-luc reporter, luminescence; 0% DMSO, 100% Δ7-dafachronic acid; hit rate 1.4% among 370,000;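 active means activation above the mean of all tested compounds plus 3 SD, cut at about 5.5% in these data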;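 further: 100% = response to 3 µM Δ7-dafachronic acid high control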
# HGIII-sPLA2 inh: Blocks human group III sPLA2 activity; QFRET BODIPY PC-A2 liposome hydrolysis, fluorescence; inhibition, % at 12.2 µM; hit rate 0.56% among 370,000; AID 743126;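 active means inhibition above mean plus 3 SD of compounds lying within the high and low control bounds, cut at about 19% in these data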;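 further: 0% = median of test compound wells and 100% = no enzyme DMSO wells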
# PLC-beta3 inh: PLC-beta3 (human) inhibition, primary screen. Purified PLC-beta3, fluorogenic substrate, fluorescence. hit rate 0.18% among 370,000. inhibition, % at 12.2 µM. Q01970; in the data active means inhibition above about 11%;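 further: 0% = median of compound wells on plate and 100% = full blocker control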
# Target sequence (Q01970 whole entry, looked up): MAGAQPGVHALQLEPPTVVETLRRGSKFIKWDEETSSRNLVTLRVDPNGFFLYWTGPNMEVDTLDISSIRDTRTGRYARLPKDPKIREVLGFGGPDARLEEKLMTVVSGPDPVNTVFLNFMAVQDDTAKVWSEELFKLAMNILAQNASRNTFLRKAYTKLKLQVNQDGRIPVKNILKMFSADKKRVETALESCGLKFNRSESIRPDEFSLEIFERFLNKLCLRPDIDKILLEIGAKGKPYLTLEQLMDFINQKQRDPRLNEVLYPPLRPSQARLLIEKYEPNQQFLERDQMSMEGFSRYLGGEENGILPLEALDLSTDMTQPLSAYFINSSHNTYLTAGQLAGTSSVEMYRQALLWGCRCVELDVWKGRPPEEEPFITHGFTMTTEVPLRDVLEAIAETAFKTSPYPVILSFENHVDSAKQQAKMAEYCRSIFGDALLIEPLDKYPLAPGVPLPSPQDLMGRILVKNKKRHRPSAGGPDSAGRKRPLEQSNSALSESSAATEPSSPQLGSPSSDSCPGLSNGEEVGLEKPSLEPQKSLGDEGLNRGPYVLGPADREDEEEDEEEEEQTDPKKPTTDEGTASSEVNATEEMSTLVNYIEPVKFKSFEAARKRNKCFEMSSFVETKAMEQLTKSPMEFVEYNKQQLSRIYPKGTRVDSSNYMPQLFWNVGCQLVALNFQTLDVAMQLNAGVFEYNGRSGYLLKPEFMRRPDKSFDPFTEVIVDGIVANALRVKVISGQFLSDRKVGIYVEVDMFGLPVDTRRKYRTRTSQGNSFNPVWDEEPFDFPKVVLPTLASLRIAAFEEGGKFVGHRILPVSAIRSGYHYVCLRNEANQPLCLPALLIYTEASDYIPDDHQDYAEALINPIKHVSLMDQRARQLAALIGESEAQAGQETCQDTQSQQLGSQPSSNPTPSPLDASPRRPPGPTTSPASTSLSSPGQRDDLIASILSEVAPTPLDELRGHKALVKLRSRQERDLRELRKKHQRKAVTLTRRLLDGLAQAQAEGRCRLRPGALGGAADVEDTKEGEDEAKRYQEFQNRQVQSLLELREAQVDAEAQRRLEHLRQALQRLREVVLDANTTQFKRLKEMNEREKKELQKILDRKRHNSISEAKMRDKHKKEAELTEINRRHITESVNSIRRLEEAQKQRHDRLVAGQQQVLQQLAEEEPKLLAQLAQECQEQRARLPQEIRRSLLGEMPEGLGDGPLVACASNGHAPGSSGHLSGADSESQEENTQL
# DAX1 inh-1: blocks DAX1 repression of SF-1 activated StAR promoter | HEK293T StAR-luciferase reporter, SF-1/DAX-1 repression relief | inhibition, % at 6.8 µM | hit rate 1.1% among 370,000 | AID 652010;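 active means inhibition above the mean over all tested compounds plus 3 SD, cut at about 3.6% in these data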;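 further: 0% = DAX-1 cells with DMSO and 100% = cells lacking DAX-1 with DMSO; higher inhibition means more luminescence from relief of DAX-1 repression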
# FXN GAA850 act: activators of GAA850 frataxin (FXN) promoter. HEK293 lucGAA850 FXN promoter luciferase reporter, 24 h; percent of 10 µM SAHA response. activation, % at 6 µM. hit rate 0.56% among 360,000. AID 540364;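 active means activation above the average of all compounds screened plus 3 SD, cutoff fixed separately per campaign, cut at about 7.5% in these data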;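 further: 0% = DMSO wells and 100% = 10 µM SAHA wells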
# NR1D1 modulator: modulators of human Rev-erb alpha DNA binding; Rev-erbα–FITC-DNA binding, fluorescence polarization, 90 min; activity, % at 10 µM; hit rate 0.79% among 370,000; AID 1259318;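 active means activity above about 14%, limit read from the data; passing the limit was not always enough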;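 further: 0% = DMSO wells with 35 nM protein and 100% = DMSO wells with 750 nM protein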
# SMARCA2 activ: SMARCA2 function activation, primary screen; MG213 cells, MMTV-luciferase reporter, dexamethasone, overnight; activation, % at 9.1 µM; hit rate 1% among 370,000; in the data active means activation above about 7.8%;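 further: 0% = vehicle wells and 100% = reference activator wells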
# hgDAF-12 ag: agonists of H. glycines DAF-12 nuclear receptor. HEK293 GAL4-hgDAF12 UAS-luciferase reporter, agonist luminescence; normalized to butyrate control. activation, % at 6.8 µM. hit rate 1.8% among 370,000. AID 687014;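 active means activation above a cutoff set at the mean of all screened compounds plus 3 SD, cut at about 10% in these data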;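 further: 0% = DMSO wells and 100% = sodium butyrate wells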
# DAX1 inh-2: inhibitors of human orphan nuclear receptor DAX1 (NR0B1) | inhibition, % at 6.75 µM | HEK293 Gal4-DAX1 luciferase reporter, luminescence | AID 504766 | hit rate 0.99% among 340,000 | P51843;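 active means inhibition above the mean over all tested compounds plus 3 SD, cut at about 4.2% in these data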;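 further: 0% = DAX1-transfected cells with DMSO and 100% = empty-vector control cells with DMSO; inhibition shows as a rise in luminescence from relieved DAX1 repression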
# PG9 binder: small molecules binding HIV-1 gp120 antibody PG9; TR-FRET gp120-PG9 antibody binding; inhibition, % at 6.7 µM; hit rate 0.43% among 360,000; in the data active means inhibition above about 8.5%
# ssDAF-12 act: activates DAF-12 receptor from parasite S. stercoralis. activation, % at 6.8 µM. AID 652126. HEK293 ssDAF-12/GRIP1 lit1-tk-luc reporter, luminescence; % of 3 µM dafachronic acid response. hit rate 1% among 370,000;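 active means activation above the mean over all tested compounds plus 3 SD, cut at about 0.9% in these data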;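 further: 0% = DMSO-only wells and 100% = 3 µM delta7-dafachronic acid wells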
# An asterisk follows results filed as active; / = not tested or not shown.
SMILES,hcDAF-12 act,HGIII-sPLA2 inh,PLC-beta3 inh,DAX1 inh-1,FXN GAA850 act,NR1D1 modulator,SMARCA2 activ,hgDAF-12 ag,DAX1 inh-2,PG9 binder,ssDAF-12 act
CC(=O)c1c(C)[nH]c(C(=O)Nc2cc(F)ccc2C)c1C,0.7,7,-1,0.1,-0.5,10,6,0.2,-0.1,-1.3,-0.3
CCCCNc1cccc2c1S(=O)(=O)N[C@H](Cc1ccccc1)CO2,-0.6,-5,3,-1.1,/,-2,2,-2.1,/,-1.3,-0.6
Cc1ccc(NC(=O)c2cncc(Br)c2)nc1,1.6,4,-5,4.5*,5.4,-2,3,8.0,2.0,-2.9,-0.6
O=C(Nc1ccccc1)c1cccnc1Nc1ccccc1,-1.2,8,1,0.3,-2.3,5,0,0.1,0.2,0.1,-1.1
COc1ccc(C(=O)NCCSCc2ccc(Cl)cc2)cc1OC,-2.6,-4,-6,-0.3,1.3,-7,0,0.8,0.3,-2.7,-0.9
COc1cccc(-c2cc(CNC(=O)[C@@H](Cc3ccccc3)NC(=O)[C@H]3O[C@@H](n4cnc(C(N)=O)n4)[C@H](O)[C@@H]3O)no2)c1,-1.8,-4,2,0.4,/,3,5,3.5,/,-2.7,-1.5
COc1ccccc1C(=O)NC(=O)COC(=O)c1ccc(Cl)cc1[N+](=O)[O-],0.2,1,-7,-0.1,2.5,-3,2,0.3,-0.7,-3.8,-0.8
Cc1ccc(OCC(=O)NNC(=O)Nc2ccc(Cl)cc2)c(Br)c1,-1.3,-12,-2,0.0,0.2,1,-2,-0.5,1.2,0.7,-1.2
Cn1nnc(NC(=O)c2cccs2)n1,0.7,-1,-4,0.2,1.6,-5,1,1.5,-1.4,-1.2,-1.3
Cc1ccc(CNC(=O)CC(NC(=O)c2ccccc2)c2ccccc2)cc1 (stereo not given),-0.7,-3,-6,-1.1,-2.2,-4,0,1.7,0.3,-1.9,-0.8
CCOC(=O)C1CCN(C(=O)COc2ccc(C(=O)c3ccccc3)cc2)CC1,-2.5,9,-4,-0.4,0.9,-3,-5,2.2,/,2.4,-0.8
CC1CC(C)CN(C(=O)Cn2nnc(-c3ccc(Br)cc3)n2)C1 (stereo not given),-2.2,-3,0,0.9,0.0,-3,6,-0.2,-0.2,-1.7,-0.7
O=S(=O)(Nc1cccc(-n2cnnn2)c1)c1ccccc1C(F)(F)F,-0.8,-14,-7,0.1,1.3,0,-2,2.2,0.3,-0.7,-1.1
COc1ccc2oc(C(=O)OCC(=O)N3CCN(C(C)=O)CC3)c(C)c2c1,0.0,5,-236,-0.2,0.7,5,-1,3.8,-0.5,2.5,-0.8
CCOc1ccc(/C=C(\C#N)C(=O)NCC2CCCO2)cc1OCC (stereo not given),-1.7,-3,-9,-0.6,-3.0,5,2,-1.2,2.6,-0.5,-1.1
CCOc1ccc(C(=O)NCC2CCN(CC3CCCCC3)CC2)cc1,-0.4,5,-8,0.8,1.3,-3,-2,-0.1,0.0,3.1,-0.9
Cc1cccc(C)c1NC(=O)CN1CCNCC1,-1.1,-1,3,0.8,0.4,-2,1,1.0,0.4,-1.8,-0.7
O=C(Nc1ccc(F)cc1)OCc1cn(Cc2ccc(F)cc2F)nn1,-2.3,-9,0,-0.6,/,-3,-2,2.9,/,/,-0.9
CCOC(=O)c1c(C)nn(-c2ccc(NC(=O)CSCC(=O)O)cc2)c1C,-0.9,6,2,0.2,0.1,-2,-4,-3.9,1.6,2.4,-1.3
O=C(CN1CCC(NC(=O)Nc2ccccc2)CC1)Nc1ccc([N+](=O)[O-])cc1,-0.8,-7,-2,-0.8,0.1,6,-3,-2.7,0.3,-1.2,-1.3
O=C(OC(C(=O)NCc1ccc2c(c1)OCO2)c1ccccc1F)c1ccco1 (stereo not given),0.4,-6,2,0.2,-0.8,3,-1,3.8,-1.4,0.6,0.1
CCN1CCN(c2ccc(S(=O)(=O)N3CCOCC3)cc2NC(=O)COc2ccc(F)cc2Cl)CC1,0.8,-11,-6,-1.4,1.1,4,0,-1.6,0.0,1.0,-0.8
CCOc1ccc(NS(=O)(=O)c2ccc3[nH]c(=O)oc3c2)cc1,-0.1,-20,-1,-0.4,-0.5,2,2,-0.4,-0.9,-2.1,-1.3
Cc1cccc(OCC(=O)O/N=C(\N)Cc2ccc(Cl)cc2)c1,-1.6,3,3,-0.4,1.5,3,1,0.9,-0.3,-1.4,-1.1
CC(=O)c1ccc(NC(=O)CCc2c(C)nc3ncnn3c2C)cc1,0.7,2,1,0.3,2.2,1,1,2.5,1.2,0.1,-0.9
CC(C)[C@H](Nc1ccc(C(F)(F)F)cc1[N+](=O)[O-])C(=O)O,3.0,-4,-6,0.0,0.0,7,1,-1.1,0.2,0.2,-0.9
COc1ccc(N2CCOCC2)c(NC(=O)c2ccco2)c1,-1.1,7,-4,0.0,1.8,6,-4,-0.1,-0.6,-0.3,-0.9
Cc1cc(C(=O)COC(=O)c2cccc(NS(C)(=O)=O)c2)c(C)n1CC1CCCO1 (stereo not given),-2.1,-8,-9,-3.9,-8.8,-7,-5,-10,-1.4,-0.1,-2.6
Cc1noc(C)c1C(=O)OCC(=O)/C=C1\N(C)c2ccccc2C1(C)C,-1.1,10,-9,-0.4,1.1,0,-1,-0.6,-0.3,-1.4,-0.1
N[C@@H](Cc1cnc[nH]1)C(=O)Nc1ccc2ccccc2c1,0.1,3,-7,0.8,-3.1,-5,-5,3.9,-0.5,-1.4,-1.5
O=C(Nc1ccnn1C1CCN(C(=O)c2ccc(Cl)c(F)c2)CC1)C1CCOC1 (stereo not given),-0.6,8,-4,0.9,0.7,3,-3,3.5,-0.1,2.0,-1.4
Cc1ccc(S(N)(=O)=O)cc1,2.2,4,-4,1.1,-0.8,2,-6,-3.6,0.1,0.0,-2.0
CSc1ncc2[nH]c(C(O)c3ccccc3)nc2n1 (stereo not given),-1.0,-3,-17,-2.5,0.4,1,-4,-2.8,-2.6,1.5,-0.8
Cc1ccc(N2CN(Cc3ccco3)CNC2=S)c(C)c1,1.4,25*,-1,0.1,2.2,4,-3,-0.9,0.5,-1.9,-1.1
Cc1cccc(/C=C/C(=O)c2ccc(N3CCOCC3)cc2)c1,-1.2,8,-3,0.1,/,2,-2,0.2,/,0.1,-1.0
O=C(N/N=C/c1cc(Br)c(Br)o1)c1cccnc1,-2.6,5,-6,-0.4,2.9,-9,-2,0.0,1.1,1.0,-0.7
Cc1cc(C(=O)N/N=C/c2ccc[nH]2)n[nH]1,0.1,2,-4,-0.2,2.5,-1,-2,1.0,1.5,-1.0,-1.2
COc1ccc(/C=c2\s/c(=C/C(=O)c3ccc(C)cc3)[nH]c2=O)c(OC)c1,-0.7,-9,-79,-0.4,-1.1,14,-4,0.6,-1.0,-1.4,-0.9
Cc1ccc(S(=O)(=O)n2nc(OC(=O)c3ccccc3C)cc2N)cc1,-1.4,-15,-1,0.4,-2.3,-3,-1,1.8,-0.8,-0.7,-1.0
COc1ccc(-c2ccc(SCC(=O)c3cccs3)nn2)cc1OC,-2.0,-30,0,0.0,6.7,0,0,1.3,-0.7,-0.9,-1.9
COc1ccc2[nH]c3c(=O)n(CCCC(=O)NC4CCCCC4C)c(=S)[nH]c3c2c1 (stereo not given),-0.3,-1,-12,1.5,0.6,-7,0,3.7,0.3,-5.1,-0.9
Cn1cc(CNC(=O)C2CCC(=O)N(Cc3cccc(C(F)(F)F)c3)C2)cn1 (stereo not given),1.1,2,-7,1.3,1.1,6,-2,-0.5,1.2,0.2,-1.7
COc1ccc(C(=O)N2CCc3ccc(NC(=O)c4ccccn4)cc3C2)cc1F,-2.9,-7,-11,-2.9,1.3,-3,3,-1.2,-0.2,-1.4,-1.1
O=C(NC1CCCC1)C1CCC(CNS(=O)(=O)c2ccc(F)cc2)CC1 (stereo not given),-1.0,1,-4,-0.1,-0.3,5,-3,-0.4,0.7,0.0,-0.2
Cc1nc2c(sc(=S)n2Cc2ccco2)c(=O)n1CC(=O)Nc1ccccc1,0.1,-11,2,0.7,-0.4,2,-1,-2.0,0.1,0.6,-0.4
COc1ccccc1-c1cccc(-c2nc(C(=O)N3CCCCC3)cc3c2[C@@H](CCO)N(S(=O)C(C)(C)C)C3)c1 (stereo not given in full),0.1,-10,1,-1.5,/,8,-1,-5.3,/,-1.3,-0.9
CC1(C)C=C(c2ccc(C=O)s2)CC(C)(C)N1,3.5,3,4,0.4,2.2,6,-3,0.5,-0.2,0.1,-1.0
C=CCNC(=O)COc1c(C)ccc(C)c1C,-0.7,3,-4,0.3,-3.1,1,-4,-3.0,0.6,-0.4,-2.1
CC(=C/c1ccccc1)/C=N/n1c(-c2ccncc2)n[nH]c1=S,-2.0,18,5,-0.4,-6.3,-3,-5,1.4,-0.9,0.2,-1.9
COC(=O)N/N=C/c1cc(N=Nc2ccccc2Cl)ccc1O,1.2,-2,-2,0.4,0.6,-2,2,3.5,3.5,-1.8,-1.3
Clc1c(-c2nnc3n2CCCCC3)sc2ccccc12,0.8,-8,2,-0.3,2.4,-2,1,4.2,-1.2,0.3,-0.7
Cc1c(Cl)cccc1NC(=O)NCc1ccc(F)cc1,-0.2,1,3,0.5,3.0,-2,1,-3.1,1.3,-1.0,-1.5
O=C(C(=O)N1CCC(CNS(=O)(=O)c2ccc(C(F)(F)F)cc2)CC1)c1cc2ccccc2o1,-0.6,-16,-2,-0.8,/,-6,-8,-1.4,/,-1.1,0.4
O=C(Cn1c(-c2cncs2)nc2ccccc21)N1CCOCC1,-1.8,5,0,-0.8,/,1,1,1.2,/,/,-0.9
N#Cc1c(Cc2cccc3ccccc23)nn(CCO)c1N,-1.5,-6,2,-0.5,1.8,0,1,1.6,2.5,0.1,-1.0
COc1ccc(NC(=O)C2CCC(CNc3c(N4CCOCC4)c(=O)c3=O)CC2)cc1Cl (stereo not given),0.0,11,-2,-0.5,2.0,-2,-5,-6.7,-0.4,-0.1,-1.7
CCC(C)(C)c1nnc(NC(=O)c2cccc([N+](=O)[O-])c2)s1,2.3,-3,1,0.7,1.1,-6,5,0.6,0.7,-2.0,-0.9
Cn1nccc1C(=O)OCC(=O)Nc1cccc(Cl)c1,1.8,14,-4,-0.5,0.9,8,-4,3.0,-0.2,0.6,-0.8
CCCCn1c(N)c(N(CC(C)C)C(=O)Cn2c(=O)oc3ccccc32)c(=O)[nH]c1=O,-1.3,2,-4,-0.1,-0.1,1,0,-3.7,2.0,-1.4,-0.6
Cc1cc(OCC(=O)OCC(=O)NCc2ccco2)ccc1Cl,0.7,0,-1,1.7,1.2,0,5,-0.9,0.0,-0.5,-0.9

# 3 compounds already listed, sorted by the number in PLC-beta3 inh, low to high.
Structure	hcDAF-12 act	HGIII-sPLA2 inh	PLC-beta3 inh	DAX1 inh-1	NR1D1 modulator	SMARCA2 activ	DAX1 inh-2	PG9 binder	ssDAF-12 act
COC(=O)N/N=C/c1cc(N=Nc2ccccc2Cl)ccc1O	1.2	-2	-2	0.4	-2	2	3.5	-1.8	-1.3
Cc1nc2c(sc(=S)n2Cc2ccco2)c(=O)n1CC(=O)Nc1ccccc1	0.1	-11	2	0.7	2	-1	0.1	0.6	-0.4
CC(=C/c1ccccc1)/C=N/n1c(-c2ccncc2)n[nH]c1=S	-2.0	18	5	-0.4	-3	-5	-0.9	0.2	-1.9

# Random draw from the library; 7% or so of the library scored in one or more.
